thrombin 1536: inhibitors of human thrombin; P00734; alpha-thrombin, Boc-VPR-AMC fluorogenic substrate cleavage; inhibition, % at 5 µM; 0.26% of 220,000 active; AID 1046;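 active means inhibition at or above 40%; inactive means inhibition below 40%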;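 further: 0% = enzyme with no compound and 100% = wells without enzyme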
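signal = AMC fluorescence, 355/460 nm | material = human alpha-thrombin enzyme | control set = enzyme without compound as high, wells lacking enzyme as low | times = reaction at room temperature | read-out basis = percent inhibition scaled between no-compound controls and no-enzyme blanks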
zfTRPN1 agonist: agonists of zebrafish TRPN1 channel; HEK293 zebrafish TRPN1-YFP, Fluo-8 calcium fluorescence; 100% = response to 87 µM carbachol; activation, % at 3 µM; 0.18% of 220,000 active; AID 1424;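 active means activation above its plate's cutoff, the mean activation of test wells on that plate plus 3 SD, cut at about 19% in these data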;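 further: 0% = DMSO alone and 100% = 87 µM carbachol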
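System: zebrafish TRPN1-YFP in HEK293 cells / Dosing: 3 µM single point / Timing: dye loading 1 h at 37 °C, then 30 min room temperature / Signal: Fluo-8 calcium fluorescence, excitation 470-495 nm, emission 515-575 nm / Read-out basis: percent activation from peak over basal fluorescence ratio, control-normalized / Control set: high carbachol 87 µM, low DMSO alone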
EBV gp42 inh: blocks Epstein-Barr virus glycoprotein 42 binding; Fluorescence polarization binding assay, mP read-out; inhibition, % (tested at 21.74 µM); 0.42% of 220,000 active; AID 1085; in the data active means inhibition above about 50%
Target sequence (Q1HVG2 whole entry, looked up): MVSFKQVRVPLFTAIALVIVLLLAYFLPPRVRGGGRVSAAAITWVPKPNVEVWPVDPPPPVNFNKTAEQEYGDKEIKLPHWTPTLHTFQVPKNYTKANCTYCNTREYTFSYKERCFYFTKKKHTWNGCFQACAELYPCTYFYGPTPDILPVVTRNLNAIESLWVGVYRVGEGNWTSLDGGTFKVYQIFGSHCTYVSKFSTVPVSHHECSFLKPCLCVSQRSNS
TRPML3 ag: activates the human TRPML3 channel | Q8TDD5 | HEK293 TRPML3-YFP, Fluo-8 calcium fluorescence; 100% = the carbachol control signal | activation, % at 3 µM | 0.29% of 220,000 active | AID 1448;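 active means activation above its plate's cutoff, the mean activation of the plate's test wells plus 3 SD, cut at about 12% in these data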;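 further: 0% = DMSO only wells and 100% = carbachol wells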
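Test system: HEK293 cells stably carrying human TRPML3-YFP; Doses: single dose, 3 µM final nominal compound, 0.3% DMSO final; Schedule: dye loading 1 h 37 °C then 30 min ambient, 125 s read; Technique: Fluo-8 calcium fluorescence; Benchmarks: high control carbachol 87 µM, low control DMSO.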
Calpain2 inh: blocks pig calpain II enzyme activity; inhibition, % at 16 µM; purified calpain II, fluorogenic peptide substrate, 30 min; AID 1236; 0.37% of 220,000 active;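 active means inhibition above about 50%, limit read from the data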
PPC-1+TRAIL kill: PPC-1 cancer cell killing with TRAIL present. 0.41% of 220,000 active. cell killing (% activity), % at 4 µM. PPC-1 cells + TRAIL, ATPLite viability luminescence;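 active means cell killing above 50% in the first pass at 4 µM, then a duplicate retest at 5 µM averaging 50% or more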;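 further: plate controls were cells with TRAIL plus DMSO for no effect and medium-only wells lacking cells for full effect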
Furin inh: blocks human furin protease activity. P09958. purified furin, fluorogenic substrate cleavage. inhibition, % at 30 µM. 0.061% of 220,000 active; in the data active means inhibition above about 25%; further: inactives centre near -15
Target sequence (P09958 108-714 limits assumed): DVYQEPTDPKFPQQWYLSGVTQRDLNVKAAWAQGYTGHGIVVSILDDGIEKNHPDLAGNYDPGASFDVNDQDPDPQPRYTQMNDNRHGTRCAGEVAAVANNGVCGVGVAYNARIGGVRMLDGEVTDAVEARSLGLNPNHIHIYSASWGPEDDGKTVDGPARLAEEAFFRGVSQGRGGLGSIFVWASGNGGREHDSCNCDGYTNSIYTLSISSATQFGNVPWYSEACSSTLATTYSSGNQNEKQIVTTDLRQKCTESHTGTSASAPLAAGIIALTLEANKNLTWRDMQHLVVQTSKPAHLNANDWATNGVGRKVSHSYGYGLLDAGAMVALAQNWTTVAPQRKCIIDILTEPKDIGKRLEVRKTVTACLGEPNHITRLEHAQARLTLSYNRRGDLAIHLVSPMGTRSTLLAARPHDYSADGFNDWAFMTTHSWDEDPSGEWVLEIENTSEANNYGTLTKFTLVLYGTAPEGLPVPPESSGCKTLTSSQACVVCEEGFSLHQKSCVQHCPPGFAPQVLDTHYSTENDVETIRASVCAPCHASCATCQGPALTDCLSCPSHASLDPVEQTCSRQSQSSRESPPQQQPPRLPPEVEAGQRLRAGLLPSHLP
TbHK1 inh: T. brucei hexokinase 1 inhibition; recombinant TbHK1, G6PDH-coupled NADH A340; inhibition, % at 10 µM; 0.11% of 220,000 active;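 active means inhibition of 50% or more in the single-dose primary screen; inactive means inhibition below 50%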
KCC2 mod: modulates chloride dependent transport by human KCC2 | Q9H2X9 | B-score of Tl+ flux slope (higher = more flux/activation; lower = inhibition) at 10 µM | KCC2 cells, thallium flux FluoZin-2 fluorescence | 2.2% of 190,000 active;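 active means thallium flux slope and its plate-corrected score both differing from the plate sample mean at a set confidence after two filtering rounds, in either direction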;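 further: slope of fluorescence scaled to starting intensity during 10 to 20 s after thallium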
The depositor's hits bear a star; i = inactive; . = not tested or not shown; [ ] = another dose, or the depositor's remark.

SMILES	thrombin 1536	zfTRPN1 agonist	EBV gp42 inh	TRPML3 ag	Calpain2 inh	PPC-1+TRAIL kill	Furin inh	TbHK1 inh	KCC2 mod
CCOc1ccc(/C=C2/C(=N)N3OC(C)=CC3=NC2=O)cc1OC	-11	0.0	-6	1.1	-241	23	-24	-26	-0.042
COCC(C)NCc1cccc([N+](=O)[O-])c1 (stereo not drawn)	2	0.9	-7	0.5	3	7	-10[20 µM]	-4	.
COc1nccnc1NS(=O)(=O)c1ccc(NC(=S)NC(=O)/C=C/c2ccccc2)cc1	-18	0.3	2	0.8	-5	17	-2	-26	1.1
COc1ccc(CC(=O)NNS(=O)(=O)c2ccc3ccccc3c2)cc1OC	7	2.3	5	0.1	25	12	-13	-1	0.61
COc1cccc(C(=O)Nc2cc(C(=O)NCCc3ccccc3)ccc2Cl)c1	-4	-0.9	0	-0.7	-10	19	-18[20 µM]	4	-0.009
CCCN(CCC)S(=O)(=O)c1ccc2c(c1)CCCN2C(C)=O	-14	0.9	2	0.9	16	10	-10	1	-0.66
CCOC(=O)C1CCN(C(=O)c2oc3ccc(S(=O)(=O)N4CCCCCC4)cc3c2C)CC1	-4	0.6	-9	3.6	21	10	-8[20 µM]	-13	0.52
CCOC(=O)C(=NC1CCS(=O)(=O)C1)NNc1ccccc1Cl (stereo not drawn)	5	2.8	-10	2.6	13	4	1	-18	0.44
CCCCOC(=O)C(C)Oc1ccc(=O)n(-c2ccccc2)n1 (stereo not drawn)	1	0.1	-18	-0.4	20	9	-38	-8	-0.4
CCCN1C(=O)COc2ccc(C(=O)c3ccccc3C(=O)O)cc21	1	1.3	-7	1.1	5	10	-30	-10	0.26
COc1ccccc1CNCC(O)(c1ccc(Cl)cc1)c1ccc(Cl)cc1	4	5.8	-12	0.4	18	-8	-17[20 µM]	11	.
CCOC(=O)c1c(C)c(C(=O)NC(C)COC)c(C)n1C (stereo not drawn)	1	1.1	-9	1.2	-17	12	-19	5	-0.14
CCOC(=O)C1(Cc2cccc(OC)c2)CCN(Cc2cnc(SC)nc2)CC1	2	0.4	6	1.0	-19	3	-25	-4	.
CCOC(=O)c1c(NC(=O)CNC2CCCCC2)sc(C)c1C	-13	-1.4	-8	0.4	46	11	-7	10	-0.92
O=C(Oc1ccc(F)cc1C(=O)/C=C/c1cccs1)c1cccc([N+](=O)[O-])c1	0	-1.9	-9	0.0	17	-2	-23[20 µM]	-6	0.4
CCOC(=O)c1ccccc1NC(=O)c1ccc(Cl)c(S(=O)(=O)N2CCOCC2)c1	.	-0.8	.	0.7	.	.	-9[20 µM]	1	.
CCc1cc2c(=O)n(Cc3ccco3)c(SCC(=O)NC3CCS(=O)(=O)C3)nc2s1 (stereo not drawn)	-1	0.5	-7	0.5	-4	22	-15	2	-1.3
Cc1ccc(CN2CCN(CC(=O)NC(C)c3ccc4c(c3)OCCO4)C2=O)cc1 (stereo not drawn)	-1	2.5	-11	-0.2	-11	20	-12	4	-0.05
O=C(C1CCC1)N1CCc2cc(S(=O)(=O)N3CCc4ccccc4C3)ccc21	.	-0.5	.	0.9	.	.	-19[20 µM]	7	-1.4
CCn1c(SCC(=O)Nc2cc(OC)ccc2OC)nnc1C1CCCCC1	6	0.1	-13	-0.3	-19	21	-13	24	-0.099
O=C1CC(c2ccc(Cl)cc2)CC(=O)C1CS(=O)(=O)c1ccccc1 (stereo not drawn)	9	0.3	-1	0.3	23	2	-5	3	-0.25
COC(=O)Cc1c(C)nc2nc(NCc3ccc(Cl)cc3)[nH]n2c1=O	-3	0.3	-16	0.6	-1	9	-32	-2	0.097
O=S(=O)(c1c(Cl)sc(Cl)c1Br)N1CCCC1	0	-2.3	-9	0.4	-11	16	-11	-10	-1.5
COc1ccccc1CNC(=O)C1CCC(CNc2c(N3CCOCC3)c(=O)c2=O)CC1 (stereo not drawn)	-2	0.8	-6	0.7	2	-17	-19	-9	-0.15
CC1CN(S(=O)(=O)c2cccc(C(=O)Nc3ccc4c(c3)CCC4)c2)CC(C)O1 (stereo not drawn)	-6	0.6	-8	0.3	8	25	-5	26	1

Ordered by value in thrombin 1536 (high to low): three from the list above.
SMILES | thrombin 1536 | EBV gp42 inh | TRPML3 ag | Calpain2 inh | Furin inh | TbHK1 inh | KCC2 mod
O=C1CC(c2ccc(Cl)cc2)CC(=O)C1CS(=O)(=O)c1ccccc1 (stereo not drawn) | 9 | -1 | 0.3 | 23 | -5 | 3 | -0.25
CCOC(=O)c1c(C)c(C(=O)NC(C)COC)c(C)n1C (stereo not drawn) | 1 | -9 | 1.2 | -17 | -19 | 5 | -0.14
CCOc1ccc(/C=C2/C(=N)N3OC(C)=CC3=NC2=O)cc1OC | -11 | -6 | 1.1 | -241 | -24 | -26 | -0.042

The list continues:
SMILES	thrombin 1536	zfTRPN1 agonist	EBV gp42 inh	TRPML3 ag	Calpain2 inh	PPC-1+TRAIL kill	Furin inh	TbHK1 inh	KCC2 mod
O=C(N[C@@H](Cc1ccccc1)C(=O)O)c1ccc(C(F)(F)F)cc1	-4	-1.4	3	0.4	-10	11	-15	-5	-0.41
COc1ccc(N2CCN(C(=O)CSc3nc4[nH]ncc4c(=O)n3-c3ccc(Br)cc3)CC2)cc1	-6	-0.9	-19	-1.1	-131	2	-24	3	-2.1
Cc1ccc([N+](=O)[O-])cc1NCC(=O)NN	-3	-2.1	-14	0.9	-12	-3	-5	1	-0.35
CC(C)(C)n1nnnc1C(c1ccc2ncccc2c1)N1CCSCC1 (stereo not drawn)	-12	0.5	-1	0.1	-38	.	-16	2	0.97
C=CC1CN(CC(=O)OC)S(=O)(=O)c2ccccc21 (stereo not drawn)	0	.	-24	.	18	2	-27	1	0.79
Cn1c(CN2CCCC2)nc2cc(NC(=O)c3ccc(Cl)cc3)ccc21	1	5.4	-13	1.9	23	22	-12	-7	-0.93
Cc1noc(C)c1CSc1nc2ccccc2n1CCc1ccccc1	-2	-1.8	-19	-0.5	15	18	-20	-1	.
CC(O)/C=C/c1ccc2ccccc2n1 (stereo not drawn)	2	1.6	-13	1.0	-4	5	-16	-2	-0.34
O=S(=O)(NCCc1ccccn1)c1cccs1	-3	-1.1	-13	-0.3	-32	15	19[20 µM]	0	.
CN(C)c1ccc(/C=N/NC(=O)COc2ccccc2)cc1	-2	-1.6	-4	0.3	-298	-5	-19	-43	-1.2
COc1cc2c(cc1NC(=O)Nc1cccc(C)c1)oc1ccccc12	-7	0.8	-5	1.3	-37	15	-6[20 µM]	3	0.0044
Cc1cccc(C(=O)Nc2nnc(Cc3c[nH]c4ccccc34)s2)c1	7	-2.7	-4	-0.2	0	11	-18[20 µM]	0	-0.038
CCc1cccc(OCCCn2ccnc2)c1	2	-0.7	-6	0.4	-13	19	-33	2	0.47
CN1C2CCC1/C(=C/c1cccn1C)C(=O)/C2=C\c1cccn1C	2	5.1	-194	4.1	36	29	24	-4	i
CC1(C)NC(=O)N(CC(O)COc2ccccc2C(=O)N2CCCCC2)C1=O (stereo not drawn)	7	-0.9	-12	1.6	22	11	-30	3	0.24
Cc1nonc1CN(C)C(=O)CC1C(=O)NCCN1Cc1cccc(C(F)(F)F)c1 (stereo not drawn)	-2	0.5	4	-0.2	-43	15	-38	-1	-0.56
O=C(Nc1cccc2ccccc12)N1CCN(c2ncccn2)CC1	2	0.4	11	1.2	22	40	-10	3	-4.1*
O=C(CCN1C(=O)C2CCCCC2C1=O)NNC(=O)c1cccc(Cl)c1 (stereo not drawn)	-2	2.5	-11	0.7	-7	26	-12	5	1.5
CCO/C(C)=N/n1c2nc3ccccc3nc2c2c(=O)n(C3CCCC3)c(C)nc21	0	0.8	-3	-0.5	-41	1	-7	-27	1.4
COc1ccccc1N1CCN(Cc2ccc(OC)c(OC)c2OC)CC1	-3	0.0	-14	-0.1	1	37	-15	1	1.1
CC1(C)CC(NC(=O)CCc2ccccc2)CC(C)(C)N1	5	0.9	-2	0.7	16	13	-22	-2	.
C=CCc1cccc(/C=N/c2ncn[nH]2)c1O	-7	0.8	-14	0.9	17	33	-31	2	-1
O=C(Cc1ccc(Cl)cc1)NCC(=O)N1CCCCC1	-4	-0.8	7	-0.4	-3	17	-14	-2	0.87
COc1cc(NC(=O)c2cc(C)nc3ccccc23)cc(OC)c1	-1	-0.2	-7	-0.4	-20	5	-13	-1	1.4
CCc1nnc(NC(=O)[C@@H](NC(=O)c2ccc(C(C)(C)C)cc2)C(C)C)s1	3	-1.4	-9	-0.5	-4	12	-23	2	.

Quoted from the listing.
TbHK1 inh with `CC1(C)NC(=O)N(CC(O)COc2ccccc2C(=O)N2CCCCC2)C1=O` (stereo not drawn) = 3
EBV gp42 inh with `Cc1nonc1CN(C)C(=O)CC1C(=O)NCCN1Cc1cccc(C(F)(F)F)c1` (stereo not drawn) = 4

Remaining list, next part
SMILES	thrombin 1536	zfTRPN1 agonist	EBV gp42 inh	TRPML3 ag	Calpain2 inh	PPC-1+TRAIL kill	Furin inh	TbHK1 inh	KCC2 mod
COc1cc2c(cc1OC)CN(S(=O)(=O)c1ccc3c(c1)OCCO3)CC2	-1	1.0	-11	0.4	13	0	-22	3	.
N#Cc1ccccc1S(=O)(=O)Nc1ccc2c(c1)C(=O)OC2	-5	2.2	-8	0.8	-18	5	-25	-5	1.3
COc1ccc(CN2CC(=O)N(c3ccc(C)c(C)c3)C2=S)cc1OC	5	-1.1	-10	-0.3	-2	13	-17	-2	0.55
O=C(NC(Cc1ccc(O)cc1)C(=O)O)c1ccco1 (stereo not drawn)	-3	-0.4	-15	0.7	29	14	-22	7	-0.77
Cc1nn(-c2ccccc2)c2c1P(=O)(O)/C(=C1\N(C)c3ccccc3C1(C)C)C=N2	-17	0.7	-26	1.3	-92	-4	-14	-7	0.12
O=C(NCc1nc(-c2ccc(C(F)(F)F)cc2)no1)Nc1cc(Cl)cc(Cl)c1	3	5.0	-11	1.0	-12	9	-26	-6	0.7
COC(c1ccccc1)c1c(-c2ccccc2)nn(C)c1Cl (stereo not drawn)	2	-3.8	-12	-1.3	-4	-22	-15[20 µM]	-1	-1.9
Cc1ccc(OCCCC(=O)Nc2ccc3c(c2)OCO3)cc1	-1	-1.4	-7	-1.1	-28	1	-19	0	-0.35
O=C(CSCC(=O)N1CCCCC1)Nc1nc(-c2ccc(Cl)s2)cs1	-3	4.8	2	2.2	42	3	-18	0	1.1
CCC1=[N+](CC(=O)c2ccc(Br)cc2)CCn2c(C)ccc21	-7	-0.3	-11	0.4	-10	16	-2	-63	0.16
Cc1sc(NC(=O)c2ccco2)c(C(c2ccncc2)N2CCOCC2)c1C (stereo not drawn)	2	2.1	-13	0.1	-7	10	-10	2	-0.25
COc1ccccc1CN=C1Nc2ccccc2CS1	-9	-1.5	-2	-0.4	2	5	-29	-2	-1.2
O=C(CN1CCN(CCO)CC1)Nc1ccccc1	-1	0.0	-5	0.6	20	14	-18[20 µM]	2	0.25
O=C(O)CCCCNS(=O)(=O)c1ccc(Cl)c(C(F)(F)F)c1	-10	0.7	0	-0.4	-30	14	-26	-2	1.1
Cc1ccc(/C=C/C(=O)c2ccccc(=O)c2O)c(C)c1	2	-0.7	3	-0.3	-25	15	-18	-6	68*
CCn1c(SCC(=O)N2CCCCC2C)nc2ccsc2c1=O (stereo not drawn)	-16	-0.9	-9	-1.5	19	-10	-14[20 µM]	-5	-0.51
